High-throughput results as filed in PubChem.
Nrf2 block: Nrf2 qHTS screen for inhibitors; A549 ARE-Fluc reporter, luciferase luminescence, 18-24 h; Potency, µM (titrated, usually from 46 µM), inactives show top-dose activity change, negative = inhibition, most hits filed as inhibitors; 360,000 compounds, 2.1% hits; also: potency is read from the fitted curve at half-maximal effect; % is scaled to controls: 0 for no effect and ±100 for the full control effect; nearly all actives have a fitted effect of over 60% in size
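Concentration-response testing used A549 ARE_Fluc cells at 5000 cells/well. Following an 18-24 h compound incubation, viability was read by fluorescence (Ex 405/Em 525) and luciferase output by luminescence.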
MCF10A rereplic: A quantitative high throughput screen for small molecules that induce DNA re-replication in MCF 10a normal breast cells; MCF 10A DNA re-replication, Hoechst nuclear intensity, 48 h; Potency, µM (top dose mostly 46.1 µM), inactives show at the highest dose activity, positive = re-replication, usual class: activators; 350,000 compounds, 2.9% hits; AID 624296, 2012; also: potency is read from the fitted curve at half-maximal effect; % of control where 0% means no effect; nearly all actives have a fitted effect of over 50% in size
IL-1B inflam inh: qHTS for Inhibitors of Inflammasome Signaling: IL-1-beta AlphaLISA Primary Screen; THP-1 LPS/ATP IL-1B secretion, AlphaLISA, 16 h; active compounds read low; activity change, % at 57.5 µM; 360,000 compounds, 4.7% hits; AID 743279, 2014; in the data active = activity change below about -50%; inconclusive = mostly about -30% to -49%; also: % is scaled to controls: 0 for no effect and ±100 for the full control effect
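Secreted IL-1B measured by AlphaLISA bead assay after 16 h compound exposure of THP-1 cells; compounds (final up to 57.5 uM) added 1 h before LPS (250 ng/mL) and ATP (1.25 mM) stimulation; lower signal means less secretion.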
HepG2 viability: qHTS for Inhibitors of TGF-b: Cytotox Counterscreen. Potency, µM (series often up to 46.1 µM), without a hit: at the top dose activity change, negative = cytotoxicity, usual class: cytotoxic. HepG2 CAGA-GFP viability, ATP luminescence, 18 h. 410,000 compounds, 0.76% hits; also: potency is read from the fitted curve at half-maximal effect; some results filed as inactive show a strong effect at the top dose
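CellTiter-Glo luminescence gave cytotoxicity after 18 hours at 37 degrees C. The cells were HepG2 CAGA-GFP in 1% FBS DMEM, stimulated with 500 pg/mL TGF-beta after compound addition. %Activity was normalised to no-cell wells (complete cell-killing) and DMSO (no toxicity), and curves were fitted and classified.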
TGFb SMAD3 inh: qHTS for Inhibitors of TGF-b; HepG2 CAGA-GFP TGF-b/SMAD3 reporter, GFP fluorescence, 18 h; TGF-beta stimulated, 500 pg/mL final; 410,000 compounds, 1.2% hits; Potency, µM (series often up to 46.1 µM), for the others: top-dose activity, negative = inhibition, hits mostly inhibitors; AID 588855, 2011; also: potency is read from the fitted curve at half-maximal effect; % is scaled to controls: 0 for no effect and ±100 for the full control effect; nearly all actives have a fitted effect of over 65% in size
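Inhibition was scored as loss of TGF-beta-induced (500 pg/mL final, 18 hours, 37 degrees C) GFP in HEPG2 cells carrying a CAGA-GFP reporter, in DMEM with 1% FBS. Well GFP was summed per cell; Activity was normalised to unstimulated and stimulated DMSO wells, then concentration-response fitting.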
S2 tox: Viability Counterscreen for Primary qHTS for Inhibitors of ATXN expression. S2 cells (HEK-293 line with an ATXN2-luciferase reporter) viability, CellTiter-Fluor protease fluorescence, 24 h. Potency, µM (highest dose often 56.7 µM), most hits filed as cytotoxic. 400,000 compounds, 0.49% hits; also: potency is read from the fitted curve at half-maximal effect; nearly all actives have a fitted effect of over 40% in size
A549 viability: Nrf2 qHTS screen for inhibitors: counterscreen for cytotoxicity | A549 ARE-Fluc cells, CellTiter-Fluor viability, 18-24 h | Potency, µM (series often up to 46 µM), for inactives: at the highest dose activity change, negative = cytotoxicity, hits mostly inhibitors | 390,000 compounds, 0.16% hits; also: potency is read from the fitted curve at half-maximal effect; % is scaled to controls: 0 for no effect and ±100 for the full control effect
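A549 ARE-Fluc cells in 5% FBS OPTI-MEM, 5000 cells/well, rested 2 h then exposed to compounds in concentration-response for 18-24 h at 37 °C. Viability by CellTiter-Fluor fluorescence (Ex 405/Em 525) after 30 min; luciferase luminescence (BugLite, 15 min, RT) read afterwards.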
ATXN2 expr inh: Primary qHTS for Inhibitors of ATXN expression | HEK-293 ATXN2-luciferase reporter, luminescence, 24 h | Potency, µM (doses to about 57 µM), for the others: at the top dose activity change, negative = inhibition, usual class: inhibitors | 360,000 compounds, 0.72% hits; also: potency is read from the fitted curve at half-maximal effect; % is scaled to controls: 0 for no effect and ±100 for the full control effect; nearly all actives have a fitted effect of over 55% in size
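ATXN2-luciferase reporter cells (luciferase flanked by upstream and downstream ATXN2 gene portions) were treated 24 h at 37 °C with compounds at up to 57 uM. SteadyGlo luminescence gave expression; GF-AFC fluorescence gave viability.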
Nrf2 activator: qHTS of Nrf2 Activators | AREc32 ARE-luciferase reporter (MCF7-derived line), luminescence, 24 h | Potency, µM (series often up to 46.1 µM), inactives show at the highest dose activation, most hits filed as activators | 410,000 compounds, 0.31% hits | AID 624171, 2012; also: potency is read from the fitted curve at half-maximal effect; % of control where 0% means no effect; nearly all actives have a fitted effect of over 65% in size
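Quantitative high-throughput format: AREc32 reporter cells, 1000 per well, received compound by pin transfer and were incubated 24 hr at 37 deg C, 5% CO2, before Steady-Glo luminescence detection.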
* hit, by the source's call; i = inactive; ? = inconclusive; / = not tested or not shown; & = joins results of further samples; [ ] = another dose, or the depositor's remark. Unless noted, calls follow the shape of the dose curve; as a rule, active = well fitted curve in the direction sought with a large enough effect; inconclusive = small, poorly fitted or top-dose-only effect, or another doubt; inactive = no such curve, though single readings can be large; an effect the other way counts as inactive or inconclusive.

The opening 3 records, ahead of the listing:
The line under a structure holds: Nrf2 block	A549 viability	S2 tox	HepG2 viability	ATXN2 expr inh	TGFb SMAD3 inh	MCF10A rereplic	IL-1B inflam inh	Nrf2 activator
- CS(=O)(=O)N(CC(=O)N/N=C/c1cc([N+](=O)[O-])ccc1Cl)c1ccccc1
→ /	17%	i	-30%	4%	-12%	20%	-6	18%
- CCc1cccc(C)c1NC(=O)Cn1nnc(-c2nc(-c3ccccc3F)no2)c1N
→ 7%	-2%	/	3%	/	?	/	/	0.2%
- CCNC(=O)C1(C)CCCN(Cc2cc3ccccc3o2)C1 (stereo not given)
→ /	/	i	-17%	-11%	-6%	/	28	0.4%

The listing (from the top)
The line under a structure holds: Nrf2 block	A549 viability	S2 tox	HepG2 viability	ATXN2 expr inh	TGFb SMAD3 inh	MCF10A rereplic	IL-1B inflam inh	Nrf2 activator
- CS(=O)(=O)N(CC(=O)N/N=C/c1cc([N+](=O)[O-])ccc1Cl)c1ccccc1
→ /	17%	i	-30%	4%	-12%	20%	-6	18%
- CCc1cccc(C)c1NC(=O)Cn1nnc(-c2nc(-c3ccccc3F)no2)c1N
→ 7%	-2%	/	3%	/	?	/	/	0.2%
- CCNC(=O)C1(C)CCCN(Cc2cc3ccccc3o2)C1 (stereo not given)
→ /	/	i	-17%	-11%	-6%	/	28	0.4%
- CC(C)N1CCN(C(=O)c2ccc(OC3CCN(CCc4ccccc4)CC3)cc2)CC1
→ -16%	?	i	0%	-6%	23%	?	i	0.7%
- CCc1ccc(NS(=O)(=O)c2ccc3[nH]cc(C(=O)N(C)Cc4ccco4)c(=O)c3c2)cc1
→ 12%&2%	7%&8%	i	-9%&-27%	8%&-16%	-1%&-21%	11%	34	0.3%&-0.5%
- Brc1cnc2ccccc2c1N1CCCCC1
→ 3%	2%	?	16%	-3%	?	16%	0	0.3%
- Cc1cc(Cl)ccc1OCC(=O)Nc1c(Cl)ccc2nsnc12
→ -18%	10%	i	-6%	-14%	-3%	/	/	5.9%
- Cn1nnnc1SCC1=C(C(=O)O)N2C(=O)C(NC(=O)Cn3nc(C(F)F)cc3C3CC3)C2SC1 (stereo not given)
→ 5%	-4%	/	5%	-6%	7%	0.58µM*	2	-0.2%
- CCc1ccc(NC(=O)C2CC(=O)Nc3ncnn32)cc1 (stereo not given)
→ 3%	12%	i	-25%	-2%	2%	3%	-3	-0.4%
- COc1ccc(NC(=S)N(CCc2c(C)[nH]c3ccc(C)cc23)Cc2cccs2)cc1
→ -11%	-10%	?	-36%	-35%	?	-5%	-56*	-1.1%
- C=CCc1c(C)nc(SC)nc1Nc1ccc(C)cc1
→ -22%	7%	i	-52%	?	?	?	-8	4.0%
- Nc1nc(-c2ccc3ccccc3c2)cs1
→ ?	3%	i	-38%	94%[activator]	-5%	5%	-67*	7.3%
- O=C(Nc1ccc(S(=O)(=O)Nc2ncccn2)cc1)c1ccc(Br)o1
→ -16%	-1%	?	-10%	/	-20%	-4%	14	0.3%
- O=C(COc1c(Br)cc(Br)c2cccnc12)N1CCCCC1
→ 5%	-2%	i	-14%	1%	-19%	3%	-6	2.9%
- CCOC(=O)c1sc(-c2ccc(Cl)cc2Cl)nc1O
→ ?	5%	/	-44%	6%	18%	?	-19	0.7%
- C=CCNC(=O)C1CCCN(S(C)(=O)=O)C1 (stereo not given)
→ ?	7%	i	-6%	3%	-5%	10%	9	-0.5%
- CCOc1ccccc1C(=O)N(CCC(=O)OC)c1ccccn1
→ 26%	-1%	i	15%	-5%	-2%	1%	0	-0.4%
- Cc1onc(-c2ccccc2Cl)c1C(=O)Nc1ccc(S(=O)(=O)Nc2nccs2)cc1
→ -6%	-4%	i	1%	1%	-7%	-1%	11	0.0%
- CCNC(=O)CSc1nnc(C2CC2)n1-c1ccccc1
→ 0%	4%	i	4%	-19%	0%	1%	3	-0.5%
- COC(=O)c1cc(Br)c(=O)n(-c2ccccn2)c1
→ /	3%	i	-8%	2%	1%	26%	-7	2.1%
- CC(C)c1ccc(NC(=O)CSc2n[nH]c(=O)n2Cc2ccco2)cc1
→ 10µM*	-4%	i	-69%	/	?	13%	49	5.4%
- Cc1c(C(=O)NCc2ccc(OC(C)C)cc2)sc2ncnc(N(C)C3CCCCC3)c12
→ /	-11%	?	9%	-34%	11%	/	/	-0.5%
- COc1ccc(C(=O)OC(C)CN2CCN(C)CC2)cc1 (stereo not given)
→ 6%	4%	i	6%	4%	-4%	0%	7	3.1%
- O=C(N1CCOCC1)N1CCN(S(=O)(=O)c2cccc([N+](=O)[O-])c2)CC1
→ ?	4%	i	0%	-19%	-1%	-23%	11	0.2%
- CC1CCC(NC(=O)CN(C)CC(=O)Nc2ccc(F)cc2)CC1 (stereo not given)
→ 16%	2%	i	2%	2%	7%	1%	-7	0.1%
- CC(=O)OC1c2ccccc2C(=O)N1Cc1ccccc1Cl (stereo not given)
→ 0%	-1%	i	-10%	7%	-17%	19%	-9	-0.1%
- COc1cc(OC)cc(C(=O)Nc2ccc(C(=O)Nc3ccccc3OC)cc2)c1
→ ?	-2%	i	-10%	-20%	20%	?	?	-0.6%
- COc1ccccc1NC(=O)Nc1cc(C(C)C)ccc1C
→ 12%	-6%	i	-20%	-14%	-24%	22%	12	0.0%
- CN1C(=O)CC(N2CCN(CCN=CC3=C(O)CC(C)(C)CC3=O)CC2)C1=O (stereo not given)
→ -16%	-11%	i	-4%	5%	-24%	5%	6	0.0%
- COCCCNC(=O)c1cc(C)nc2ccc(F)cc12
→ 6%	0%	i	3%	-4%	-16%	-8%	0	0.0%
- CCc1cccc(CN2CCC(CNC(=O)Nc3ccc(Cl)cc3)CC2)c1
→ 21%	16%	i	7%	/	6%	-2%	6	-0.3%
- CCOCC(=O)Nc1cccc(Br)c1
→ ?	6%	i	5%	6%	7%	-3%	-14	0.2%
- Cc1ccc(C(=O)Nn2cnnc2)cc1
→ 7%	-1%	i	9%	15%	2%	-9%	13	-1.2%
- CCOc1ccc(CCNC(=O)c2cc3c(=O)n(C)c4ccccc4c3s2)cc1OCC
→ 8%	-1%	i	-22%	-3%	0%	/	/	-0.8%
- COC(=O)c1ccc(C)c(NC(=O)Cn2c(C)csc2=O)c1
→ 8%	-1%	i	-1%	-1%	0%	-4%	22	-0.4%
- CCOc1ccc(NC(=O)c2c(Nc3ccccc3C)sc(C(=O)c3ccccc3)c2N)cc1
→ /	-1%	i	-41%	3%	?	/	/	-2.1%
- O=C(OC(C(=O)Nc1ccc([N+](=O)[O-])cc1Br)c1ccccc1)c1ccccc1 (stereo not given)
→ 23µM*	0%	i	-2%	-16%	14%	0%	?	0.2%
- CCc1ccc(/C=c2\s/c(=C\C(=O)C(C)(C)C)[nH]c2=O)cc1
→ /	?	i	-88%	-8%	?	?	0	2.6%
- O=C(Nc1ccc(Br)cc1)C1CCN(S(=O)(=O)c2cccc3nsnc23)CC1
→ 1%	14%	i	-4%	1%	?	/	/	-0.7%
- COc1ccc(OC)c(S(=O)(=O)N2CCN(c3c(C)cccc3C)CC2)c1
→ 6%	6%	i	-21%	-12%	-4%	21%	1	-0.7%
- C=CCN(C(=O)C1CSC2(C)CCC(=O)N12)c1nc(-c2ccccc2)cs1 (stereo not given)
→ ?	-1%	i	-10%	1%	-4%	28%	-26	2.5%
- Cc1c(C)c2ccc(OCC(=O)Nc3ccccc3C(N)=O)cc2oc1=O
→ 20%	0%	i	-52%	31%[activator]	?	2%	0	0.1%
- COC(=O)c1cccc(COC(=O)c2cccnc2SC)c1
→ ?	0%	i	-35%	8%	15%	-3%	-5	0.0%
- CCOC(=O)c1cnc2c(ccc3ccccc32)c1N
→ 0%	4%	i	-22%	/	-11%	1%	11	2.2%
- Nc1nc(COC(=O)c2ccc3c(c2)OCCO3)nc(Nc2ccccc2)n1
→ -7%	-3%	i	-22%	-8%	2%	12%	-3	2.9%
- COc1ccccc1C(=O)Nc1ccc2c(c1)nc(CCNC(C)=O)n2C
→ /	10%	i	7%	14%	1%	-4%	-19	0.5%
- O=S(=O)(c1cccc(S(=O)(=O)N2CCC(n3nnc4ccccc43)CC2)c1)N1CCCCC1
→ ?	1%	i	-20%	-15%	-1%	7%	-20	-0.1%
- Oc1ccccc1C1=NN(c2ccccc2)C(c2ccc(F)cc2)C1 (stereo not given)
→ -4%	3%	i	-11%	-27%	0%	?	-7	2.9%
- CC(=O)NCC(=O)NC(Cc1ccccc1)C(N)=O (stereo not given)
→ -8%	-8%	i	7%	3%	-3%	1%	17	-0.7%
- CCNS(=O)(=O)c1ccc(NC(=O)c2cccnc2)cc1
→ -14%	-1%	i	-11%	5%	4%	-2%	0	0.4%
- COCC1CCCN(Cc2nc(C(c3ccccc3)c3ccccc3)no2)C1 (stereo not given)
→ -4%	-1%	i	-8%	-9%	-9%	-2%	-4	-0.6%
- CCCn1c2ccccc2c2cnn(CC(=O)N3CCCC(C(=O)OCC)C3)c(=O)c21 (stereo not given)
→ /	11%	/	-30%	/	?	/	/	9.0%
- CC(=O)c1cn(-c2ccc([N+](=O)[O-])cc2)c(=O)n(C)c1=O
→ 0%	-1%	i	0%	17%	-6%	6%	6	-0.5%
- CC12CCCCC1N(O)C(=O)C(=O)N2O (stereo not given)
→ 10%	0%	i	9%	23%	5%	-5%	-14	-0.7%
- CC1CCCN(C(=O)CN2C(=O)c3ccccc3C2=O)C1 (stereo not given)
→ 8%	-2%	/	-4%	/	0%	-3%	0	0.2%

Rows are unselected; about 8.8% have a hit in one of these screens.
